Screening results (PubChem BioAssay)
HKDC1 inhibitor = inhibitors of human hexokinase HKDC1. recombinant HKDC1, G6PDH/diaphorase resazurin coupled fluorescence. Q2TB90. inhibition, % at 20 µM. actives 0.16% (n = 340,000);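 active means inhibition above about 35% when tested at 20 µM, limit read from the data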;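 further: plate controls were DMSO wells with enzyme for no effect and DMSO wells lacking enzyme for full effect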
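Test system: HK5 enzyme. Quantity: 5 µg/mL HK5 final. Reagent: glucose and ATP substrates. Schedule: 90 min reaction incubation at room temperature, dark. Technique: resazurin-to-resorufin fluorescence via G6PDH and diaphorase coupling, 525/613 nm. Control set: DMSO wells with and without enzyme mix.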
PfGluPho inh = PfG6PD (Plasmodium falciparum) enzyme inhibition; actives 0.78% (n = 350,000); PfGluPho enzyme, NADPH resazurin-diaphorase fluorescence; inhibition, % at 20 µM;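 active means inhibition reaching at least a set limit at 20 µM in the primary screen, cut at about 59% in these data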;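 further: 0% = DMSO wells with substrate and 100% = DMSO wells lacking glucose-6-phosphate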
mIAP act = increases mouse intestinal alkaline phosphatase activity | muIAP, CDP-Star luminescence, 30 min; stronger effect = higher value; 1 = vehicle-only enzyme signal, 0 = enzyme-free wells | activation factor at 10 µM | actives 0.24% (n = 330,000);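 active means activation factor of at least 2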; further: the source names both 10 and 20 µM as test concentration; values of inactives mirror those of a sister screen read the other way
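Assay system: mouse IAP enzyme; reagent: chemiluminescent substrate CDP-Star; dosing: test compounds delivered from DMSO solution; schedule: 30 min at room temperature; measured by: luminescence from enzymatic CDP-Star hydrolysis; controls: DMSO-only wells and no-enzyme negative control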
A3A deaminase = inhibitors of human APOBEC3A DNA deaminase; inhibition, % at 20 µM; recombinant A3A, FAM/TAMRA ssDNA deamination fluorescence; actives 0.41% (n = 330,000); AID 493011; P31941;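 active means at least 40% inhibition at 20 µM here, with at most 30% in a related deaminase screen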;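 further: plate controls were A3A with DMSO for no effect and wells lacking A3A enzyme for full effect; some results filed as inactive read as strong as hits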
mIAP inh = blocks mouse intestinal alkaline phosphatase; purified mouse IAP, CDP-Star luminescence, 30 min; inhibition, % at 10 µM; actives 0.2% (n = 330,000); AID 2806;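 active means inhibition of at least 40% at 10 µM in the primary screen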;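 further: plate controls were DMSO with enzyme for no effect and no enzyme wells for full effect; values of inactives mirror those of a sister screen read the other way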
hIAP act = increases human intestinal alkaline phosphatase activity. P09923. purified human IAP, CDP-Star luminescence, 30 min; stronger effect = higher value; 1 = vehicle-only enzyme, 0 = enzyme-free background. activation factor at 10 µM. actives 0.16% (n = 330,000);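 active means activation factor of the enzyme at least 2-fold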; further: the source names both 10 and 20 µM as test concentration; values of inactives mirror those of a sister screen read the other way
Target sequence (P09923 whole entry, looked up): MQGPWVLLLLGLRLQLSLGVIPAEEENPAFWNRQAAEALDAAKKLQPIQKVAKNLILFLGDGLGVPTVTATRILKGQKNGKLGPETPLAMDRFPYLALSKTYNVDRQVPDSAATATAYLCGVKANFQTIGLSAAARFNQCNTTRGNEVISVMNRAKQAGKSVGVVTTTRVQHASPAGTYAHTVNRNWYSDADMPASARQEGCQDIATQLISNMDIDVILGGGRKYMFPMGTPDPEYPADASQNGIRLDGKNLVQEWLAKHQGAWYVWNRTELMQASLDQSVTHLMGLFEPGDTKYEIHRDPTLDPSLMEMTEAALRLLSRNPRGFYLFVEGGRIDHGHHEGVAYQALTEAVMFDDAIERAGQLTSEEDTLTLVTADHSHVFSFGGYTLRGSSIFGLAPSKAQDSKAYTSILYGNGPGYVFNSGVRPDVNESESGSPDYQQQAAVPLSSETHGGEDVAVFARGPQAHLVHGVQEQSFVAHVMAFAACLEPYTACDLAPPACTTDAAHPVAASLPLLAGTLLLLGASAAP
hIAP inh = blocks human intestinal alkaline phosphatase; actives 0.12% (n = 330,000); AID 2544; inhibition, % at 10 µM; purified IAP, CDP-Star luminescence, 30 min;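 active means inhibition reaching a set limit with compound at 10 µM in the primary screen, cut at about 35% in these data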;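 further: plate controls were DMSO wells with enzyme for no effect and no-enzyme buffer wells for full effect; values of inactives mirror those of a sister screen read the other way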
ATG4B inh = blocks human ATG4B protease cleavage of LC3 substrate; Q9Y4P1; ATG4B cleavage of LC3-PLA2, NBD-HPC fluorescence, 1 h; inhibition, % at 8.33 µM; actives 0.51% (n = 340,000); AID 504462; in the data active means inhibition above about 40%
Target sequence (Q9Y4P1 whole entry, looked up): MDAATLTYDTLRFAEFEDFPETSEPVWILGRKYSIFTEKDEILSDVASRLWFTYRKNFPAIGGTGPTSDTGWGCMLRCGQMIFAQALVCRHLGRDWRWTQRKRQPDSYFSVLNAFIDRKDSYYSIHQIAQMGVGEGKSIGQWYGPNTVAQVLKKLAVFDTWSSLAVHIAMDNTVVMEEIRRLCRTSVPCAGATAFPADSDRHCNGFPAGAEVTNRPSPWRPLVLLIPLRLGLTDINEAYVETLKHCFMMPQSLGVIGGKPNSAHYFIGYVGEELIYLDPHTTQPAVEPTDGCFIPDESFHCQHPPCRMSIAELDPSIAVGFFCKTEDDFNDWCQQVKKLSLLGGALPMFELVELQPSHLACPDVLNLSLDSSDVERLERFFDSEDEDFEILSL
The depositor's hits bear a star.

hIAP inh	mIAP act	PfGluPho inh	ATG4B inh	HKDC1 inhibitor	hIAP act	A3A deaminase	mIAP inh	SMILES
21	1	4	-3	-9	0.79	54*	0	COn1c(-c2ccccc2)nc2c1CCc1nonc1-2
-2	0.95	-14	-10	3	1	-5	5	CCCOc1ccc(/C(O)=C2/C(=O)C(=O)N(CCCn3ccnc3)C2c2ccc(C)o2)cc1 (stereo not given)
-29	0.99	-1	-7	-1	1.3	-2	1	CCOC(=O)c1[nH]cnc1C(=O)Nc1cccc(OC)c1
17	0.97	4	-6	-14	0.83	-2	3	CN(C)S(=O)(=O)c1cccc(NC(=O)COC(=O)c2cc(=O)[nH]c(=O)[nH]2)c1
10	0.96	13	5	-7	0.9	-3	4	Cc1c([N+](=O)[O-])c([N+](=O)[O-])nn1CC(=O)N1CCOCC1
1	1	-37	-14	16	0.99	0	-2	CCCc1cc(=O)[nH]c(SCc2cc(=O)oc3cc(C)c(C(C)C)cc23)n1
-19	1.1	-5	-6	-8	1.2	0	-5	Cc1ccc(NC(=O)CCc2c(C)nn(-c3ccc(N4CCCCC4)nn3)c2C)cc1F
2	0.94	-6	12	16	0.98	-3	6	CC(C)N1CCN(CC#Cc2ccccc2)CC1CCO (stereo not given)
-21	1.1	8	-10	-2	1.2	-5	-8	Cc1ccnc(NC(=O)C2CCN(S(=O)(=O)c3ccc4c(c3)CC(C)N4C(=O)C3CCC3)CC2)c1 (stereo not given)
10	0.82	2	-20	20	0.9	-2	18	O=C(NCc1ccco1)c1sc2cc(Cl)ccc2c1Cl
0	1.1	-4	-3	-3	1	1	-7	Cc1ccc(NS(=O)(=O)c2ccc3c(c2)CCC(=O)N3)cc1C
13	0.94	26	-6	-1	0.87	-1	6	CCCCNC(=O)c1c(CSc2ccc(Cl)cc2)noc1C(=O)NCc1ccccc1
2	0.95	24	11	-9	0.98	-3	5	CCC(CC)c1nnc(NC(=O)c2cc(C(=O)OC)cc([N+](=O)[O-])c2)s1
4	0.99	3	5	1	0.96	4	1	COc1cc(C2NC(=S)NC(O)(C(F)(F)F)C2C(=O)c2cccs2)cc(OC)c1O (stereo not given)
-13	0.98	10	-7	-9	1.1	2	2	NC(=O)c1cc[n+](CC(=O)NC(=O)Nc2ccccc2)cc1
-8	1.1	2	11	1	1.1	1	-10	COc1ccc(CNC2CCCc3ccccc32)cc1OC (stereo not given)
-7	1	-15	-4	-3	1.1	1	-1	CCCN1C(=O)c2cc(C(=O)NC3CCCC3)ccc2C1O (stereo not given)
6	1	-7	-5	-22	0.94	-1	-2	O=C(NCc1nnnn1-c1ccc(F)cc1)C1CC(=O)N(c2ccc(F)cc2)C1 (stereo not given)
18	0.96	4	-8	2	0.82	1	4	CC(=O)Nc1ccc(N/C=C/C(=O)c2ccco2)cc1
0	0.97	-7	1	0	1	-3	3	Cc1cc(=O)oc2cc(OC(C)C(=O)O)c(Cl)cc12 (stereo not given)
2	1	-2	2	-5	0.98	-5	-4	CCN(CC(=O)Nc1c(F)cccc1F)C(=O)Cn1c(=O)cnc2ccccc21
-1	1.1	-4	-8	-2	1	-1	-9	CC(C)C[C@H](NC(=O)Nc1cccc(C(F)(F)F)c1)C(=O)O
3	0.91	0	-2	-3	0.97	-3	9	CCN(c1ccccc1)S(=O)(=O)c1ccc(NC(=O)c2ccco2)cc1
-4	0.99	-17	-3	-5	1	2	1	O=C(NCC(=O)N1CCN(S(=O)(=O)c2ccccc2)CC1)c1ccc(Br)o1
-5	0.97	4	-43	-3	1.1	-3	3	O=C(Nc1ccc(F)cc1F)c1ccc(S(=O)(=O)NCc2ccco2)cc1
16	0.86	3	0	-8	0.84	-4	14	Cc1cccc(/C=C/c2onc(C)c2S(=O)(=O)N2CCC(C(=O)NC(C)C)CC2)c1
-17	0.96	-6	-1	-4	1.2	-2	4	COc1ccc(CCNC(=O)C23CCC(C)(C(=O)C2=O)C3(C)C)cc1OC (stereo not given)
-36	1	-1	-2	-8	1.4	2	-4	COc1ccc(-c2cn[nH]c2-c2ccc(OCc3ccc([N+](=O)[O-])cc3)cc2O)cc1OC
2	1	-6	10	1	0.98	-2	-3	CCOc1ccc(C(=O)NCc2ccccc2)cc1Br
2	0.95	0	8	-8	0.97	-1	5	Cc1noc(C)c1C(=O)Nc1nc(-c2ccc([N+](=O)[O-])cc2)cs1

An excerpt from the list above, as a working copy:
hIAP inh	mIAP act	PfGluPho inh	ATG4B inh	HKDC1 inhibitor	hIAP act	A3A deaminase	mIAP inh	SMILES
21	1	4	-3	-9	0.79	54*	0	COn1c(-c2ccccc2)nc2c1CCc1nonc1-2
-2	0.95	-14	-10	3	1	-5	5	CCCOc1ccc(/C(O)=C2/C(=O)C(=O)N(CCCn3ccnc3)C2c2ccc(C)o2)cc1 (stereo not given)
-29	0.99	-1	-7	-1	1.3	-2	1	CCOC(=O)c1[nH]cnc1C(=O)Nc1cccc(OC)c1
17	0.97	4	-6	-14	0.83	-2	3	CN(C)S(=O)(=O)c1cccc(NC(=O)COC(=O)c2cc(=O)[nH]c(=O)[nH]2)c1
10	0.96	13	5	-7	0.9	-3	4	Cc1c([N+](=O)[O-])c([N+](=O)[O-])nn1CC(=O)N1CCOCC1
1	1	-37	-14	16	0.99	0	-2	CCCc1cc(=O)[nH]c(SCc2cc(=O)oc3cc(C)c(C(C)C)cc23)n1
-19	1.1	-5	-6	-8	1.2	0	-5	Cc1ccc(NC(=O)CCc2c(C)nn(-c3ccc(N4CCCCC4)nn3)c2C)cc1F
2	0.94	-6	12	16	0.98	-3	6	CC(C)N1CCN(CC#Cc2ccccc2)CC1CCO (stereo not given)
-21	1.1	8	-10	-2	1.2	-5	-8	Cc1ccnc(NC(=O)C2CCN(S(=O)(=O)c3ccc4c(c3)CC(C)N4C(=O)C3CCC3)CC2)c1 (stereo not given)
10	0.82	2	-20	20	0.9	-2	18	O=C(NCc1ccco1)c1sc2cc(Cl)ccc2c1Cl
0	1.1	-4	-3	-3	1	1	-7	Cc1ccc(NS(=O)(=O)c2ccc3c(c2)CCC(=O)N3)cc1C
13	0.94	26	-6	-1	0.87	-1	6	CCCCNC(=O)c1c(CSc2ccc(Cl)cc2)noc1C(=O)NCc1ccccc1
2	0.95	24	11	-9	0.98	-3	5	CCC(CC)c1nnc(NC(=O)c2cc(C(=O)OC)cc([N+](=O)[O-])c2)s1

Next part.
hIAP inh	mIAP act	PfGluPho inh	ATG4B inh	HKDC1 inhibitor	hIAP act	A3A deaminase	mIAP inh	SMILES
9	1	-18	-5	-12	0.91	-3	-1	COc1ccc(S(=O)(=O)N2CCSC2)cc1C
1	0.99	3	-8	-7	0.99	2	1	CCc1ccccc1NC1=CC(=O)CC(C)(C)C1
15	1	-1	-9	2	0.85	0	-2	CC(Sc1nc(-c2ccccc2)cc(C(F)(F)F)n1)C(=O)N1CCOCC1 (stereo not given)
3	0.94	3	-5	-5	0.97	-5	6	CCOc1ccc(CNC(=O)C2CC(=O)N(C3CCCC3)C2)cc1OC (stereo not given)
-34	0.89	38	-3	7	1.3	-3	11	Cc1ncc(CO)c(/C=N/Nc2cccc(Cl)n2)c1O
9	0.97	8	0	-2	0.91	2	3	COc1ccc(-c2noc(C3CCCN(C(=O)c4cccs4)C3)n2)cc1 (stereo not given)
-13	0.96	-5	-2	-5	1.1	-1	4	CN(Cc1ccc(Cl)cc1Cl)C(=O)CNC(=O)c1ccc2c(c1)OCO2
-3	0.98	-17	-22	1	1	0	2	Cc1cc2c(cc1S(=O)(=O)NCCc1ccc(Cl)cc1)OCC(=O)N2
-1	0.89	5	0	-10	1	-2	11	CCCC(=O)Nc1ccccc1NC(=O)c1ccc(OC)cc1
13	1	-4	5	-5	0.87	-4	-3	CCOc1ccc(C(=S)N2CCOCC2)cc1
-4	0.99	1	-7	-10	1	0	1	C/C(=N\NC(=O)c1cc(C(C)C)[nH]n1)c1ccco1
21	0.89	16	1	5	0.79	-1	12	C=CCN=C1S/C(=C/c2cccc([N+](=O)[O-])c2)C(=O)N1CC=C
3	0.94	-14	0	0	0.97	-5	6	COCCCn1c(C)nnc1SCc1ccc(C(C)(C)C)cc1
12	1	12	-13	-8	0.88	-7	-4	Cc1cc(O)c(C=Nc2cccc(Cl)c2)c(=O)o1
-7	1	4	10	-2	1.1	5	-2	CC(NC(=O)c1ccco1)c1nc(-c2ccccc2Cl)no1 (stereo not given)
0	1.1	-17	-1	1	0.99	-2	-6	CN(CC(=O)Nc1cccc(F)c1)C(=O)CCc1nc2cc(S(=O)(=O)N3CCOCC3)ccc2n1C
5	1.1	82*	-7	-11	0.95	1	-8	Cc1ccc(S(=O)(=O)N(C)/C(=N/S(=O)(=O)c2ccccc2)c2ccccc2)cc1
2	0.92	-15	-3	12	0.98	-1	8	COc1ccccc1CC(=O)Nc1ccc(F)cc1F
6	0.94	-16	8	-1	0.94	-4	6	O=C(O)c1cccc(Nc2nc3ccccc3nc2NS(=O)(=O)c2ccc(F)cc2)c1
20	0.95	-3	-11	3	0.8	-2	5	O=C(CSc1nc2ccccc2n1Cc1ccccc1Cl)N/N=C/c1ccccc1C(=O)O
-33	0.95	-6	4	1	1.3	-4	5	Cc1oc(-c2ccc(Cl)cc2)nc1CS(=O)CC(=O)NCc1ccccc1 (stereo not given)
-15	1.1	10	-7	-6	1.1	-7	-5	Cc1cc(C(=O)Nc2ccc3nc(C)sc3c2)c2ccccc2n1
-12	0.92	2	9	0	1.1	-1	8	O=C(COc1ccccc1[N+](=O)[O-])N1CCC(Cc2ccccc2)CC1
-2	1.1	6	-6	-4	1	0	-5	Cc1[nH]n(-c2ccccc2)c(=O)c1C=NCCc1ccccc1
8	0.82	12	-15	10	0.92	-1	18	COc1ccc2[nH]c(C)c(CCN(Cc3cccs3)C(=S)Nc3ccccc3)c2c1
0	1	7	-12	2	1	1	0	CCNS(=O)(=O)c1ccc2c3c(cccc13)C(=O)N2
-2	0.99	-4	-3	-2	1	0	1	CC1CCc2c(sc(NC(=O)Cn3nc(C(=O)O)c4ccccc4c3=O)c2C#N)C1 (stereo not given)
7	1	-2	5	-6	0.93	-1	-1	OCC[C@@H]1C[C@@H](O)[C@H](O)[C@]2(CCCCO2)O1
12	0.97	24	3	0	0.88	-3	3	COc1cccc(-c2nc3sc4c(c3c(=O)[nH]2)CCCCC4)c1
3	0.94	-20	-2	-4	0.97	-2	6	CCOc1ccccc1C(=O)Nc1cc(C)ccc1NC(=O)c1ccco1
-9	0.96	13	3	0	1.1	2	4	CCCN1C(=O)SC(CC(=O)Nc2ccc(Br)cc2)C1=O (stereo not given)
-8	0.93	-20	7	1	1.1	-1	7	COc1cccc(OCCNC(=O)c2ccc(C)cc2)c1
-12	0.94	4	2	-1	1.1	-1	6	COc1ccc(Nc2nc(-c3ccncc3)nc3ccccc23)cc1
-13	1	-6	-26	11	1.1	-2	-3	Cc1cc(SCC(=O)OCC(=O)N2CCN(C(=O)c3ccco3)CC2)c(C)cc1Br
10	1.1	5	-6	-5	0.9	0	-11	CC(C)Oc1ccc(-c2cc(C(=O)NCCN3CCOCC3)c3ccccc3n2)cc1
10	0.98	2	2	-6	0.9	3	2	COc1ccccc1/C=C/C(=O)N1CCN(S(=O)(=O)c2cc(C)ccc2C)CC1
